High-throughput results deposited in PubChem by several laboratories.
HTR5A ag: counter-screen for OPRM1-OPRD1 agonists: human HTR5A agonism; P47898; actives 0.61% (n = 340,000); HTR5A agonist assay, luminescence, cell-based; activation, % at 9.3 µM; in the data active = activation mostly above about 9.5%, no sharp cut-off; inactive = mostly below about 7.6%;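 also: 0% = cells with vehicle only and 100% = reference agonist; strong numbers were not always called active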
Target sequence (P47898 whole entry, looked up): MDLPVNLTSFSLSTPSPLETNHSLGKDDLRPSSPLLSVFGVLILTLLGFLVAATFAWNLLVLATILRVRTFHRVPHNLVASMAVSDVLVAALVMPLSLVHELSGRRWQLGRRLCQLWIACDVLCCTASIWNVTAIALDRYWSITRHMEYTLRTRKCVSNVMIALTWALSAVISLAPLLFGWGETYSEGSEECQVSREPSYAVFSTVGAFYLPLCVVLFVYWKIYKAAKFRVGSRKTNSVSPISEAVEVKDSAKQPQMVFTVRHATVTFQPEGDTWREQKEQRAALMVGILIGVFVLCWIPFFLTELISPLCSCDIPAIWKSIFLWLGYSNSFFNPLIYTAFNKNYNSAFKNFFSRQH
SR-BI DiI inh: mouse SR-BI HDL lipid transfer inhibition | inhibition, % at 12.5 µM | AID 488896 | actives 0.96% (n = 320,000) | ldlA[mSR-BI] CHO cells, DiI-HDL uptake fluorescence, 3 h | Q61009;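 active = mean replicate inhibition of at least 70% and a set share of replicates each scoring 70 or more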;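 also: 0% = median of neutral control wells and 100% = median of positive control wells; values of inactives mirror those of a sister screen read the other way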
Rtt109 HAT inh: C. albicans Rtt109 histone acetyltransferase inhibition; Q5AAJ8; purified Rtt109/Vps75, ThioGlo CoA-SH fluorescence, 4 h; inhibition, % at 34.9 µM; actives 0.16% (n = 330,000);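 active = inhibition of at least 50% in every replicate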
CDK5 inh: CDK5/p35 (human) kinase inhibition. Q00535+Q15078. AID 488839. actives 0.01% (n = 330,000). Recombinant CDK5/p35, ADP-Glo luminescence, 60 min. inhibition, % at 10 µM;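 active = highest replicate inhibition of at least 50% and at least 75% of replicates reaching 50%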;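 also: plate controls were DMSO neutral control for no effect and GW8510 at 10 µM for full effect; many of its hits are not listed in these tables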
MITF TRPM1 HTS: MITF TRPM1 promoter activation in melanoma cells. AID 588334. SK-MEL-5 TRPM1-promoter luciferase, 24 h; % of positive control, neutral wells = 0. actives 0.75% (n = 300,000). activation, % at 12.5 µM;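 active = mean activation of at least 80% with every replicate also reaching 80%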;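 also: 0% = neutral control wells and 100% = parthenolide positive control wells; values of inactives mirror those of a sister screen read the other way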
RTF Ca sens act: cardiac RTF calcium sensitization. P19429+P45379. IANBD-labeled TnC RTF fluorescence at EC20 calcium; 0% EC20 calcium, 100% full calcium. activation, % at 7.2 µM. actives 0.24% (n = 340,000). AID 493008;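 active = activation above the mean over all tested compounds plus 3 SD, cut at about 30% in these data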;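 also: rise in fluorescence read as greater calcium sensitivity of cardiac thin filaments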
SR-BI uptake up: enhances SR-BI lipid uptake from DiI-HDL; activation, % at 12.5 µM; AID 504775; actives 0.096% (n = 320,000); CHO ldlA[mSR-BI] cells, DiI-HDL uptake fluorescence, 3 h; 100 = double the neutral-control signal;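 active = mean replicate activation of at least 60% and every replicate at or above 60%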;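 also: 0% = median plate neutral-control signal and 100% = twice that signal; values of inactives mirror those of a sister screen read the other way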
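Material – SR-BI-overexpressing, LDLR-lacking CHO cells · Medium – BSA-supplemented, HEPES-buffered Ham's F12, pH 7.4 · Doses – single concentration · Times – compound with DiI-HDL co-incubation, 3 h at 37 °C · Measured by – bottom-read fluorescence, 550/595 nm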
PvdQ acylase: blocks Pseudomonas aeruginosa PvdQ acylase activity; purified PvdQ acylase, fluorescence plate reader; inhibition, % at 10 µM; actives 0.063% (n = 340,000); in the data active = inhibition above about 30%, passing the limit was not always enough;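 also: 0% = vehicle neutral wells and 100% = reference inhibitor wells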
dFosB activator: activators of mouse delta FosB homodimer | actives 0.99% (n = 340,000) | P13346 | AID 493131 | activation, % at 25 µM | purified delta FosB, TAMRA-CDK5 oligo fluorescence polarization; percent of positive-control signal above neutral wells;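 active = mean activation above about 17%, with every replicate also reaching it, limit read from the data, passing the limit was not always enough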;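 also: fluorescence polarization rise as delta FosB binds a TAMRA Cdk5 AP-1 oligo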
Target sequence (P13346 whole entry, looked up): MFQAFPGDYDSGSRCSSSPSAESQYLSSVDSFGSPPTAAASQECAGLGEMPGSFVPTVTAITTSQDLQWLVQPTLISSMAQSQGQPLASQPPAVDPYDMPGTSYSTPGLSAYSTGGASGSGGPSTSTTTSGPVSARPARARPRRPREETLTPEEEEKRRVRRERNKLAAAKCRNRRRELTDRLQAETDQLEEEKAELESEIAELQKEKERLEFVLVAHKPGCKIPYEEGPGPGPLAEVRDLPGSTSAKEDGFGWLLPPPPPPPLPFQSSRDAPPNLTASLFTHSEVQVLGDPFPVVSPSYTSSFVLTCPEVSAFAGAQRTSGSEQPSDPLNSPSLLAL
Wnt bcat act: activators of Wnt/beta-catenin signaling. activation, % at 9.35 µM. Wnt/beta-catenin reporter cell assay, activator, plate reader. actives 1.2% (n = 300,000). AID 743398; in the data active = activation above about 30%, passing the limit was not always enough;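 also: 0% = neutral control wells and 100% = positive control wells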
* hit, by the source's call; · = not tested or not shown. Rows are unselected; overall some 4.4% were active at least once.

Screens in order: SR-BI uptake up, MITF TRPM1 HTS, SR-BI DiI inh, HTR5A ag, dFosB activator, RTF Ca sens act, CDK5 inh, PvdQ acylase, Rtt109 HAT inh, Wnt bcat act
1. Cc1cc2cc(C)c3nnc(SCC(=O)N4CCN(C(=O)c5ccco5)CC4)n3c2cc1C
 : -21, -5, 21, 2, -51, -11, -0.5, -6, -1, -3
2. Cc1nnc(NC2=NCCC2)s1
 : ·, -2, ·, -2, 3, -1, 0.1, -9, -9, ·
3. O=C(CN1C(=O)S/C(=C\c2cccs2)C1=O)Nc1ccc(C(=O)O)c(O)c1
 : 19, 1, -19, 2, -1, 2, 0.9, -4, 39, 1
4. O=[N+]([O-])c1ccc(Nc2c3ccccc3nc3ccccc23)cc1
 : -31, 5, 31, 0, -12, 8, 0.6, -1, ·, -2
5. C=CCOC(=O)c1ccccc1C(=O)OCC1CO1 (configuration not stated)
 : 17, -3, -17, 2, 1, -2, 1.4, -6, 1, 2
6. COc1cccc(/C=N/NC(=O)CCc2c(C)n[nH]c2C)c1O
 : ·, -13, ·, 0, -6, 1, -1.8, -12, 2, -3
7. O=C(N/N=C/c1cccc(O)c1)c1ccc(COc2cccc3cccnc23)cc1
 : -37, ·, 37, 6, 33*, 3, -3.3, -5, -5, -1
8. O=C(N/N=C/c1ccc(Cl)cc1Cl)c1cccc(F)c1
 : -39, 138*, 39, -4, -6, 6, -2.0, -7, -3, 38*
9. O=C(Nc1ccc(Cl)cn1)C1CCN(c2ncnc3c2nc2n3CCCCC2)CC1
 : -29, -21, 29, 5, -2, -5, 0.3, -6, 1, -4
10. CC(/C=C/c1ccc(N(C)C)cc1)=N\N=C1\NC(=O)CC(C(=O)Nc2ccccc2)S1 (configuration not stated)
 : -11, 21, 11, 5, -6, 7, -1.0, 1, 5, 20
11. Clc1ccc(Oc2cccc(/C=N/n3cnnc3)c2)cc1
 : -11, 0, 11, 5, -10, 1, 0.2, -9, 6, ·
12. Cc1cc2oc(=O)ccc2cc1[N+](=O)[O-]
 : 19, 7, -19, -8, -2, 6, -0.9, 1, -2, 2
13. O=C(CCNC(=O)N1CC(=O)Nc2ccccc21)NCc1ccc(F)cc1
 : 22, 2, -22, -4, 6, 6, -0.1, 7, -11, 2
14. Cc1cc(C(=O)N/N=C/c2ccc[nH]2)n[nH]1
 : 16, 21, -16, 4, -2, -5, -1.1, -24, ·, -18
15. S=c1nc(-c2ccccc2)n(CCN2CCOCC2)c2c1CCCC2
 : 8, 5, -8, -2, 1, -1, -4.6, -2, 1, ·
16. CC(=O)Nc1ccc(Nc2nc(Cl)nc(Nc3ccc(NC(C)=O)cc3)n2)cc1
 : 13, -4, -13, 4, -3, 3, 0.0, 0, 9, -4
17. CN(Cc1ccccc1)C(NC(=O)c1ccccc1)C(Cl)(Cl)Cl (configuration not stated)
 : 0, 2, 0, 3, -5, 2, -19, -15, 3, ·
18. O=C(Nc1ccccc1NC(=O)c1ccccc1Cl)c1ccccc1Cl
 : 11, ·, -11, 1, -6, 3, -0.9, -11, -2, 0
19. O=C(NNc1ccccc1)c1ccc(Cl)c(Cl)c1
 : 2, ·, -2, -2, -1, -4, 1.4, -12, 4, -8
20. Cc1ccc(Cl)c(NC(=O)COC(=O)C2CCC2)c1Cl
 : 22, -6, -22, 1, 5, 0, 0.1, -19, 10, -1
21. COc1ccc(-c2cn3cccnc3n2)cc1NC(=O)C(C)C
 : 5, 7, -5, 2, 5, -3, -0.7, -1, -1, 1
22. CN1CCC(OC(=O)COc2ccc(Cl)cc2Cl)CC1
 : 20, -10, -20, 3, -7, -3, 0.2, 1, 2, -2
23. O=C1CCC([N+](=O)[O-])C(c2cc3c(cc2Cl)OCO3)N1 (configuration not stated)
 : -12, 0, 12, 2, -2, -4, 0.1, -7, -5, 1
24. CCCCN(CCCNC(=O)CN1C(=O)COc2ccccc21)c1ccccc1
 : -34, -11, 34, 4, -9, 5, -0.7, -13, 4, ·
25. O=C(NC1CCN(C(=O)Nc2ccccc2)CC1)C1CCCCC1
 : 23, ·, -23, -2, -4, 6, -1.6, -3, 10, 2
26. CCOC(=O)c1c(C)oc2cc(Br)c(OCC(N)=O)cc12
 : -22, ·, 22, 1, -4, -4, -1.0, 1, -5, ·
27. COc1ccc([C@H]2[C@H](C(=O)C(C)(C)C)N3N=Cc4ccccc4C3[C@]23N=C(c2ccccc2)OC3=O)cc1OC (some centres not stated)
 : -21, 13, 21, -1, -7, -1, 0.7, -8, 2, ·
28. O=C(NC1(C(F)(F)F)NC(=O)N(Cc2cccnc2)C1=O)c1cccs1 (configuration not stated)
 : 5, 5, -5, 7, 3, -2, 0.4, 1, -4, ·
29. COc1ccc(S(=O)(=O)N2CCN(C3CCCC(C)C3)CC2)cc1 (configuration not stated)
 : ·, 2, ·, -1, -5, 5, 0.0, -4, 6, -4
30. CCOC(=O)c1sc(N)c(C(=O)OCC)c1COC(=O)C1CC(=O)N(Cc2ccco2)C1 (configuration not stated)
 : 1, -7, -1, -6, -3, -2, 0.3, -8, -1, ·
31. Cc1ccc(NC(=O)Cn2nc(C)c3ccccc3c2=O)c(C)c1
 : 31, 8, -31, 1, 2, -3, -1.3, 8, 10, -1
32. CCc1cc(=O)oc2c(C)c(OCC(=O)NCc3ccccn3)ccc12
 : -2, 0, 2, 0, -4, 2, 0.9, 10, 28, -2
33. COc1cc(/C=N/NC(=O)c2nonc2C)ccc1O
 : 19, 7, -19, -5, 0, 5, 1.7, -3, -1, -4
34. CCOc1cccc(C(=O)Nc2ccccc2C(=O)N2CCOCC2)c1
 : 10, -1, -10, 2, -5, 0, 0.4, 5, -11, 0
35. CC(C)c1onc(C(=O)NC(C)c2ccccc2)c1[N+](=O)[O-] (configuration not stated)
 : 2, 6, -2, 7, -7, 2, -0.2, -13, -6, 6
36. CCOC(=O)Cc1[nH]nc2c1C(C1C=CCCC1)C(C#N)=C(N)O2 (configuration not stated)
 : -44, -9, 44, -3, -1, 3, -0.9, 5, -12, ·
37. CCOC(=O)c1ccc(N2C(=O)c3n[nH]c(-c4ccco4)c3C2c2ccc([N+](=O)[O-])cc2)cc1 (configuration not stated)
 : -21, -17, 21, 0, -18, 2, 1.0, -15, -6, -4
38. CC1(C)CC(=O)c2cc(OCC(=O)N3CCN(c4ccccc4F)CC3)ccc2O1
 : -24, -3, 24, 0, -13, -1, 0.6, 2, -4, -3
39. Nc1cccc(C(=O)Nc2cccc3ncccc23)c1
 : 8, ·, -8, 6, -7, -1, 2.2, 15, ·, 0
40. Cc1cccc(NC(=O)CSc2nnc(CN3CCOCC3)n2C)c1C
 : -7, ·, 7, 4, 1, 9, -4.8, -4, -18, 0
41. FC(F)(F)c1cccc(CNC2CCN(Cc3ccccc3)CC2)c1
 : 13, 4, -13, 3, -13, -3, 0.7, 17, 6, -2
42. CCOC(=O)N1CCC(NC(=O)Cc2cn(C)c3ccccc23)CC1
 : 1, -8, -1, 3, 2, 2, -1.4, -22, -7, ·
43. CC12CCC(=O)C=C1CCC1C2C(O)CC2(C)C1CCC2(O)C(=O)CO (configuration not stated)
 : -5, 33, 5, 4, 4, 3, 1.6, 3, 4, 14
44. CCCNC(=O)CCn1c(-c2ccc(C)cc2)cc(C(=O)OCC)c1C
 : -17, 6, 17, -3, -10, -6, ·, -6, 3, -6
45. O=C(CCCc1ccccc1)NCc1ccc(F)cc1
 : 29, -6, -29, -1, 5, 8, -1.8, -6, -11, 3
46. Cc1ccc(Nc2nc(CSc3nnc(-c4ccc(F)cc4)n3C)cs2)cc1
 : -37, 70, 37, 4, -19, 6, 1.3, 5, -5, 15
47. C=CCSc1nnc2c(n1)OC(C)=Nc1ccc(Br)cc1-2
 : -10, -19, 10, 2, -7, -5, -0.2, -5, -2, -2
48. Cc1c(C(=O)Nc2cccc(Cl)c2)oc2ccc(S(=O)(=O)N3CCC4(CC3)OCCO4)cc12
 : -49, -27, 49, -1, -9, 3, -0.2, -2, -4, -4
49. C=CCOc1ccc(-c2n[nH]c(=S)o2)cc1
 : 20, 11, -20, 5, 6, 2, 1.4, -16, 1, -2
50. COCCCNC(=O)C1CC(=O)N(CCc2ccc(OC)c(OC)c2)C1 (configuration not stated)
 : 11, -7, -11, 2, 10, 0, 1.0, -1, 13, 0
51. CC(=O)NC1C(OCc2cccc(Br)c2)OC(COC(C)=O)C(OC(C)=O)C1OC(C)=O (configuration not stated)
 : 0, 4, 0, 3, 0, 8, 0.2, -4, 4, 1
52. O=C(CSc1nnc(CNC(=O)c2ccccc2F)o1)NC1CCCC1
 : 2, 0, -2, -2, -6, -6, -0.2, -16, -13, 0
53. O=C(Nc1ccc(S(=O)(=O)NCc2cccnc2)cc1)c1ccco1
 : -13, ·, 13, 0, -3, 6, 0.7, -8, -6, ·
54. C=CCn1c(O)c(N=NC(=O)CNC(=O)c2cccs2)c2ccccc21
 : -1, -13, 1, -2, -10, -2, -0.6, -14, -2, -1
55. Cc1nn(C)cc1CN(C)S(=O)(=O)c1cccc([N+](=O)[O-])c1
 : 0, 0, 0, -3, 3, 5, -2.5, -11, -4, -1
56. O=C(NNC(=O)c1cccnc1)Nc1ccccc1
 : 3, 1, -3, 17, -2, 7, -7.3, -7, 5, ·
57. O=C(CCc1nnc(Cc2ccc3c(c2)OCO3)o1)NCc1nc2ccccc2s1
 : 15, -8, -15, 4, -4, 2, 1.2, 4, 4, -7
58. O=C(CSc1ncnc2c1sc1ccccc12)Nc1ccc(Br)cc1
 : 23, -6, -23, 1, -1, -2, 4.0, -11, 2, 2
59. COc1cc(/C=C/C(=O)OCC(=O)NCCN2C(=O)CSC2=O)ccc1OCC#N
 : -24, 8, 24, -3, -15, -1, -1.4, -10, 1, -2

Exported bar-delimited: entries from further up.
entry | Structure | SR-BI uptake up | MITF TRPM1 HTS | SR-BI DiI inh | HTR5A ag | dFosB activator | RTF Ca sens act | CDK5 inh | PvdQ acylase | Rtt109 HAT inh | Wnt bcat act
32 | CCc1cc(=O)oc2c(C)c(OCC(=O)NCc3ccccn3)ccc12 | -2 | 0 | 2 | 0 | -4 | 2 | 0.9 | 10 | 28 | -2
33 | COc1cc(/C=N/NC(=O)c2nonc2C)ccc1O | 19 | 7 | -19 | -5 | 0 | 5 | 1.7 | -3 | -1 | -4
